# DT40 TDP1 CPT = DT40-hTDP1 cell growth loss with CPT. chicken DT40 Tdp1-/-;hTDP1 cells + 20 nM CPT, ATP luminescence, 48 h. Potency, µM (highest dose often 46.2 µM), for the others: top-dose activity change, negative = growth inhibition, hits mostly inhibitors. actives 12% (n = 420,000); note: nearly all actives have a fitted effect of over 55% in size
#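 Chicken DT40 Tdp1-/- cells stably complemented with human TDP1 were seeded at 400 cells/well in medium containing 20 nM camptothecin, exposed to pin-transferred compounds, and grown at 37 °C for at least 48 hr. Viability was read as ATP luminescence.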
# TDP1 inh = blocks human tyrosyl-DNA phosphodiesterase 1; recombinant TDP1, AlphaScreen DNA substrate cleavage; Potency, µM (series often up to 130 µM), inactives show at the highest dose activity change, negative = inhibition, hits mostly inhibitors; actives 0.28% (n = 350,000); AID 485290; note: nearly all actives have a fitted effect of over 40% in size
# Target sequence (Q9NUW8 whole entry, looked up): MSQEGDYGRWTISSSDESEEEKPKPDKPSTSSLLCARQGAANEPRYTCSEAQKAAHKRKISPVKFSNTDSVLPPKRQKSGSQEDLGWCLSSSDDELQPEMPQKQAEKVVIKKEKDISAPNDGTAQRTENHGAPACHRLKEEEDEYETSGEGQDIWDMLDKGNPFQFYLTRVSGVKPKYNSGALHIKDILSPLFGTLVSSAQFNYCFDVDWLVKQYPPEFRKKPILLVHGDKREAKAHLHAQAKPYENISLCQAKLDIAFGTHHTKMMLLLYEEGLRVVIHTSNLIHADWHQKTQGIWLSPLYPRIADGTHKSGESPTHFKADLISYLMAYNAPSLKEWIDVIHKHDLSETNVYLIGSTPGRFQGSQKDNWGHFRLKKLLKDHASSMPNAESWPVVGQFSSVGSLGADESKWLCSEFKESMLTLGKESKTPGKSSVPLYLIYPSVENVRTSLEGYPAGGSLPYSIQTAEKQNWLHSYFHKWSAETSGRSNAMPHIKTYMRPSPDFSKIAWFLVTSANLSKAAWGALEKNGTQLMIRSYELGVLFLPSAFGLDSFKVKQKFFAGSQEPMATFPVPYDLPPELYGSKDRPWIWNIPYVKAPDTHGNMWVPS
#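 Enzyme-compound mixtures sat 15 min at room temperature, followed by a 5 min reaction with 15 nM final substrate and 10 min with AlphaScreen beads. Recombinant human Tdp1 was used at 1 nM final.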
# TDP1 cell noCPT = qHTS for Inhibitors of human tyrosyl-DNA phosphodiesterase 1 (TDP1): qHTS in cells in absence of CPT | DT40 Tdp1-/- hTDP1 cells, no CPT, ATP luminescence, 48 h | AID 686978, 2013 | Potency, µM (series often up to 46.2 µM), for inactives: at the top dose activity change, negative = growth inhibition, actives largely listed as inhibitors | actives 15% (n = 420,000); note: nearly all actives have a fitted effect of over 55% in size
#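 Luminescent ATP content (CellTiter-Glo) served as the growth readout. Knockout chicken DT40 cells expressing human TDP1 were exposed to compounds without camptothecin for a minimum 48 hr at 37 °C.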
# An asterisk follows results filed as active; ? = inconclusive; . = not tested or not shown; & = joins results of further samples; [ ] = another dose, or the depositor's remark. Calls come from the whole dose curve; as a rule, active = well fitted curve in the direction sought with a large enough effect; inconclusive = small, poorly fitted or top-dose-only effect, or another doubt; inactive = no such curve, though single readings can be large; an effect the other way counts as inactive or inconclusive. % is set by controls: 0 for no effect and ±100 for the full control effect; potency is the fitted concentration of half-maximal effect.
# Each structure is followed by: DT40 TDP1 CPT | TDP1 inh | TDP1 cell noCPT
Cc1ccc(CN2CCOc3ccc(CN4CCC(Oc5cccnc5)CC4)cc3C2)o1
 : 6%[9.04 µM] | . | ?
COc1ccc(-c2cc3nc(-c4ccccc4)cc(N4CCC5(CC4)OCCO5)n3n2)cc1
 : 26µM* | . | ?
CCCn1c(=O)c2sccc2n2c(CCCC(=O)N3CCN(c4cccc(Cl)c4)CC3)nnc12
 : ? | 0% | 12µM*
O=C(NCCCNC(=O)c1ccc(Cl)cc1Cl)c1ccccn1
 : -10% | 0%[0.0935 µM] | -12%
Cc1oc(-c2ccccc2F)nc1CS(=O)(=O)CC(=O)NC1CCCC(C)C1C (stereo not given)
 : -24% | 4% | ?
FC(F)(F)c1ccc(-c2n[nH]c(=S)o2)nc1
 : 3% | 11% | -12%
CCN(CC)S(=O)(=O)c1cccc(C(=O)N[C@H](C(=O)NNC(=O)c2ccccc2)C(C)C)c1
 : -22% | -2% | -21%
Cc1ccccc1NC(=O)c1c(C)oc2ccc(O)c(CN3CCCC(C)C3)c12 (stereo not given)
 : 10µM* | 1% | 21µM*
CCCCCOC(=O)C1=C(C)NC(=O)NC1c1ccccc1OCC (stereo not given)
 : ? | 2% | ?
CCc1cc(=O)oc2c3c(cc(OCC(=O)Nc4cccnc4)c12)OC(C)(C)CC3
 : ? | . | 15µM*
Nc1ccn([C@@H]2O[C@H](C(=O)Nc3cc(C(F)(F)F)cc(C(F)(F)F)c3)[C@@H](O)[C@H]2O)c(=O)n1
 : -9% | . | -21%
Cc1cccc(C(=O)Nc2sc3c(c2C#N)CCCCC3)c1
 : -1% | 0% | ?
CCCCn1c(=O)n(-c2ccc(Br)cc2F)c(=O)c2c3c(sc21)CN(C(C)=O)CC3
 : ? | -1% | ?
COC(=O)c1sc(S(=O)(=O)NCC(=O)O)c(C(=O)OC)c1C
 : 0% | -3% | 20%
O=C(COC(=O)C1CC2CCCC(C1)C2=O)Nc1nc(-c2ccc(F)c(F)c2)cs1 (stereo not given)
 : ? | 0% | ?
CCCN(CCC)CCCNC(=O)Cn1cnc2onc(-c3ccc(F)cc3)c2c1=O
 : -14% | 4% | -25%
CC(C)n1cc(CN2CCC(n3nccc3NC(=O)CCCc3ccccc3)CC2)cn1
 : 2% | 3% | -3%
CC1CCCC/C1=N\NC(=S)Nc1cccnc1 (stereo not given)
 : -7% | 5% | 0%
CCOC(=O)C1CCN(C(=O)CSc2ccccc2)CC1
 : -5% | 2% | -9%
COC(=O)c1ccc(OCC(O)Cn2cnc3cc(C)c(C)cc32)cc1 (stereo not given)
 : ? | 9% | 9.2µM*
CC(C)NC(=O)NC(=O)COC(=O)Cc1ccsc1
 : 3% | 2% | -12%
CSc1ccc(C(=O)N2CCc3ccc(NC(=O)c4ccccn4)cc3C2)cc1
 : ? | 9% | ?
O=C(NCCNc1ccc(Cl)cc1[N+](=O)[O-])c1cccnc1
 : -16% | 3% | ?
CC(C)(C)NC(=O)C(c1cc2ccccc2o1)n1c(-c2ccc(-c3ccccc3)cc2)nc2ccccc21 (stereo not given)
 : 16µM* | . | ?
Cc1ccccc1-c1nc(CS(=O)(=O)CC(=O)NCCCN2CCOCC2)c(C)o1
 : -11% | 4% | 2%
COc1ccccc1-n1c(SCC(=O)NC(C)(C)C)nc(O)cc1=O
 : 6% | 2% | 2%
Cc1ccc(-n2nc3c(=O)n(CCCC(=O)NCc4cccc(Cl)c4)nc(C)c3c2C)cc1
 : 23µM* | 4% | ?
COc1cccc2oc3ccc(C#Cc4ccccn4)cc3c(=O)c12
 : 12µM* | . | ?
O=C(NCc1ccc2c(c1)OCO2)c1nc(Cn2cc([N+](=O)[O-])cn2)no1
 : 8% | -18%[0.0935 µM] | -29%
Cc1c(NC(=S)NC(=O)c2cccc3ccccc23)cccc1C(=O)O
 : 20% | 5%[56.1 µM] | 5%

# Record cards, as listed above. Order of screens: DT40 TDP1 CPT | TDP1 inh | TDP1 cell noCPT
# COc1cccc2oc3ccc(C#Cc4ccccn4)cc3c(=O)c12 is listed with 12µM* | . | ?
# O=C(NCCNc1ccc(Cl)cc1[N+](=O)[O-])c1cccnc1 is listed with -16% | 3% | ?
# CC(C)(C)NC(=O)C(c1cc2ccccc2o1)n1c(-c2ccc(-c3ccccc3)cc2)nc2ccccc21 (stereo not given) is listed with 16µM* | . | ?
# Cc1c(NC(=S)NC(=O)c2cccc3ccccc23)cccc1C(=O)O is listed with 20% | 5%[56.1 µM] | 5%
# COC(=O)c1ccc(OCC(O)Cn2cnc3cc(C)c(C)cc32)cc1 (stereo not given) is listed with ? | 9% | 9.2µM*

# More compounds:
# Each structure is followed by: DT40 TDP1 CPT | TDP1 inh | TDP1 cell noCPT
CCC(c1nnnn1-c1ccc2c(c1)OCCO2)N1CCN(c2ccc(C)cc2)CC1 (stereo not given)
 : ? | . | ?
O=C(CN(Cc1ccco1)C(=O)CNS(=O)(=O)c1ccccc1)NCc1ccccc1
 : -17% | 2% | 2%
COc1cccc(N2CCN(CC(=O)N3CCN(S(=O)(=O)c4ccc(Cl)cc4)CC3)CC2)c1
 : ? | 3% | 18µM*
Cc1nc2cccnc2n1C1CCN(S(=O)(=O)N(C)C)CC1
 : 4% | 5% | ?
CCc1nc2ccc(C(=O)Nc3cc(-c4ccccc4)ccc3OC)cn2c1N(CC)CCN(C)C
 : 16µM* | . | 18µM*
CCOC(=O)N1CCN(S(=O)(=O)c2cc(Br)cc3c2N(C(C)=O)C(C)C3)CC1 (stereo not given)
 : -18% | 2% | -18%
CC(C)c1ccc(N(CC(=O)NC2CCCC2)C(=O)CCC(=O)Nc2nccs2)cc1
 : -30% | 6% | -17%
COc1ccccc1N1CCN(S(=O)(=O)c2cc(C)sc2C)CC1
 : ? | 4% | ?
CCOC(=O)c1nnc2cc(-c3ccccc3)nn2c1C
 : -24% | 4% | ?
O=C(NCc1cccnc1)c1cccc2c1C(=O)N(C1CCCCC1)C2
 : -1% | -2% | -12%
CCCN(Cc1ccc(C)cc1)C(=O)c1ccc(CNS(=O)(=O)c2ccc(C(C)=O)cc2)cc1
 : ? | 1% | ?
CC(C)N1CCC(N2CCN(C/C=C/c3ccc(F)cc3)CC2CCO)CC1 (stereo not given)
 : ? | . | ?
Cc1cc(N2C(=O)C3CC=CCC3C2=O)no1 (stereo not given)
 : 6% | 2% | -7%
O=C1COc2ccc(C(=O)COC(=O)c3sc4ccccc4c3Cl)cc2N1
 : -7% | -2% | 10%
CN(CC(=O)NCc1ccccn1)S(=O)(=O)c1ccc(Cl)cc1
 : -5% | 7% | -12%
COc1ccc(CN2C(=O)c3cccnc3C2=O)cc1S(=O)(=O)N1CCCCC1C (stereo not given)
 : 13% | 1% | ?
COc1cccc([C@@H]2Nc3ccc(C(=O)O)cc3[C@@H]3C=CC[C@@H]32)c1OC
 : 1% | -12% | 0%
COC(=O)c1ccc(CNC(=O)COC(=O)c2ccc(N(C)C)cc2)cc1
 : ? | 2% | ?
COCCNC(=O)c1cc2cc(Cl)cc(Cl)c2oc1=O
 : 3% | 5% | -3%
O=S(=O)(NC1CCN(Cc2ccccc2)CC1)c1cccc(S(=O)(=O)N2CCOCC2)c1
 : ? | 0% | -27%
COc1cccc(C=Nc2ccc(N3CCOCC3)cc2)c1O
 : 8% | 5% | ?
CN1CCCN(C(=O)[C@@H]2C[C@@H](Sc3nc4ccccc4[nH]3)CN2Cc2ccc(-c3ccccc3)cc2)CC1
 : 10%[9.04 µM] | . | ?
Cc1ccc2oc(/N=C(\N)NC(=O)C(C)(C)C)nc2c1
 : ? | 5% | ?
CCOC(=O)c1ccc(NC(=O)CCS(=O)(=O)c2ccc(Br)s2)cc1
 : ? | 7% | 18µM*
Cc1cc(C)c[n+](-c2nc3ccccc3nc2[N-]S(=O)(=O)c2ccc(Cl)cc2)c1
 : 1% | 0% | -12%
Cc1cc(C)n2ncc(C(=O)NCc3ccc(Cl)cc3)c2n1
 : -16% | -5% | -24%
COc1ccc(S(=O)(=O)N2CCC(C(=O)N[C@@H](C)C(=O)NCc3ccccn3)CC2)cc1
 : -3% | . | -13%
CCc1ccccc1NC(=O)Cn1nnc(C(=O)NCc2cccs2)c1N
 : 3.7µM* | -1%&-2% | 3.3µM*
Cc1cc(C)c(NC(=O)CN2CCN(C)CC2)c(C)c1
 : 4% | -9% | 4%
CN(CC[C@@H](Oc1ccc(-c2ccccc2)cc1)c1ccc(F)cc1)CC(=O)O
 : ? | 8%[56.1 µM] | ?
Cc1ccc(S(=O)(=O)Nc2c(C)cc(C)nc2Cl)cc1
 : -15% | . | -5%
COc1cc(/C=N/NC(=O)c2ccccc2)ccc1OS(=O)(=O)c1ccccc1
 : ? | 6% | ?
COc1ccc2c(c1)CC/C(=C\C=C\c1ccccc1)C2=O
 : ? | 4%[56.1 µM] | 23µM*
COc1ccc(/C=C2\CCC(C3CCCC3)C2=O)cc1 (stereo not given)
 : 4% | . | -4%
CCOc1ccc(CN2CCNC(=O)C2CC(=O)NC2CCCCCC2)cc1 (stereo not given)
 : -22% | 7%[56.1 µM] | 16%
CCOc1ccc(NC(=O)CC2C(=O)N(c3ccccc3)C(=O)N2Cc2ccco2)cc1 (stereo not given)
 : -4% | 2% | -16%
CCc1ccc(C(=O)c2oc3nc(C)cc(C)c3c2N)cc1
 : ? | 3% | ?
O=C1NC[C@@H](CCCCN2CCN(Cc3ccccc3)C(=O)C2=O)N(CCC2CCCCC2)C1=O
 : 0% | . | -18%
Cc1ccc(NC(=O)CN2C(=O)NC3(CCC(C)CC3)C2=O)c(Cl)c1 (stereo not given)
 : -23% | 0% | -27%
COc1ccc(CCN2C(=O)NC(NS(=O)(=O)c3ccc(N)cc3)(C(F)(F)F)C2=O)cc1OC (stereo not given)
 : -5% | -1% | 1%
Cc1ccc(NC(=O)c2ccc(F)c(S(=O)(=O)N3CCOCC3)c2)cc1F
 : ? | 1% | ?
CCCCOc1ccc(C(=O)N2CC(C)OC(C)C2)cc1 (stereo not given)
 : -3% | 1% | ?
CCc1ccc(NC(=O)c2cc3c(=O)n(Cc4cccs4)ccc3nc2C)cc1
 : 16µM* | 8% | 18µM*
Cc1cccc(C)c1NC(=O)CSc1nnc(-c2ccoc2C)n1C
 : -4% | 5% | 2%
Cn1c(N)c(C(=O)COC(=O)c2ccc(-c3ccccc3)cc2)c(=O)n(C)c1=O
 : ? | -5% | ?
COc1cc(C=Nc2cccc([N+](=O)[O-])c2C)ccc1OC(C)=O
 : -19% | 0% | -27%
CC(C)(C)SCCNC(=O)/C=C/c1ccc([N+](=O)[O-])cc1
 : -28% | 8% | -27%
O=C(Cc1ccc([N+](=O)[O-])cc1)N1CCCCCC1
 : -10% | 8% | ?
Cc1cc(F)ccc1NCc1cccnc1
 : 1% | 2% | -20%
CC(=O)c1sc(NC(=O)C2CCN(C(=O)c3ccccc3C)CC2)nc1-c1ccccc1
 : 18µM* | . | ?

# Carrying on:
# Each structure is followed by: DT40 TDP1 CPT | TDP1 inh | TDP1 cell noCPT
CN(C)CCNc1ncnc2c1ncn2[C@H]1CN(C)C[C@@H](CO)O1
 : 5% | . | -13%
O=C(COC(=O)CCSc1ccccc1Cl)NCc1ccco1
 : -6% | 0% | -14%
CCOC(=O)c1cnn(-c2ccc(C(=O)Nc3cccc(C(C)=O)c3)cc2)c1N
 : 2.1µM* | 3% | ?
O=C(Nc1cccc(Cl)c1)c1cnccn1
 : 15% | . | -2%
COCCC(=O)N1CCC(Oc2ccc(C(=O)N3CCCCC3COC)cc2)CC1 (stereo not given)
 : -9% | 1% | 17%
O=c1c2cc3ccccc3n2cnn1Cc1ccccc1F
 : -21% | -1%[56.1 µM] | ?
CCOc1ccc(-c2cnc(NCc3ccc(C(F)(F)F)cc3)n2C)cc1
 : 5.2µM* | 8% | 5.8µM*
COc1ccc(NC(=O)N2CCCC3(CCN(C(=O)c4cccc(F)c4)CC3)C2)cc1
 : -2% | . | -23%
CCOC(=O)c1cccc(NC(=O)CSc2nncn2-c2ccccn2)c1
 : 7% | 2% | -21%
O=C(NC1CCCCC1c1ccccc1)c1ccccc1 (stereo not given)
 : -19% | . | -29%
COC(=O)c1cccc(S(=O)(=O)N2CCN(c3nc4ccccc4s3)CC2)c1
 : -6% | 1% | -13%
O=C(NCc1ccco1)c1cc(-c2cccc(Cl)c2)on1
 : -6% | 0% | -10%
O=C(Nc1nnc(CCN2CCCCC2)s1)C1CCCCC1
 : -18% | 2% | -23%
Cc1ccc(C(=O)NC(=S)NCc2ccccc2)cc1Br
 : ? | . | ?
CNC(=O)C(C)Sc1ccc(S(=O)(=O)N2CCOCC2)cn1 (stereo not given)
 : -18% | 0% | -6%
Cc1cc2c(cc1S(=O)(=O)CCC(=O)NCc1ccccc1)OCC(=O)N2
 : 5% | 1% | -13%
